Screens from PubChem.
TTR transcr act – activators of transthyretin transcription; SH-SY5Y TTR promoter Gaussia luciferase, luminescence; 100% = recombinant luciferase protein wells; activation, % at 16.7 µM; 92,000 tested, 1.3% active; AID 1117267;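 active = activation above the mean of all tested compounds plus 3 SD, cut at about 9.5% in these data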;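 also: cells exposed to compounds for one day before reading; 0% = median of all test compound wells on the plate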
Numbers without * were called inactive.

SMILES	TTR transcr act
COc1ccc(-c2nn(C)c(=O)[nH]2)cc1	2.7
O=C(NCc1ccc(OC(F)(F)F)cc1)C1CC(c2ccccc2[N+](=O)[O-])=NO1 (stereo not drawn)	7.8
CC(C)(C)c1ccc2c(c1)N(CC(=O)O)C(=O)CO2	0.3
CCOc1cc(NC(=O)C2CC2)c(OCC)cc1NC(=O)c1ccccc1OCC	-0.1
O=C(NC(c1ccc(-c2ccccc2)cc1)c1cnccn1)C1CCN(Cc2ccc(Oc3ccccc3)cc2)CC1 (stereo not drawn)	-0.3
Cc1ccc(NC(=O)C(CC(C)C)NC(N)=O)cc1 (stereo not drawn)	-1.0
CN(C)c1nc(Oc2ccc(OCCOc3ccccc3)nn2)nc(N(C)C)n1	0.0
Cc1ccc(C(=O)N2N=C(c3ccc(Br)cc3)CC2c2ccccc2O)cc1 (stereo not drawn)	-2.2
O=[N+]([O-])c1ccc(C(O)CN=Cc2ccc(O)cc2O)cc1 (stereo not drawn)	-2.6
Cc1ccc(C(C(=O)NC2CCCC2)N(C(=O)c2csnn2)C2CC2)cc1 (stereo not drawn)	-2.0
Cc1ccc(N(C(=O)c2ccc(S(=O)(=O)N3CCCC3)cc2)C2C=CS(=O)(=O)C2)cc1 (stereo not drawn)	0.4
O=C(c1ccc(F)cc1)n1c(=S)nc2ccccn21	-0.7
FC(F)(F)c1ccc(CSc2ccccn2)cc1	-1.9
O=C(NNC(=O)c1cc(Cl)nc2ccccc12)c1ccccc1F	-3.6
CC(C)c1ccc(/C=N/NC(=O)c2ccccn2)cc1	-0.8
COc1ccc(-c2cc3ccccc3n2CC(O)Cn2nc(C)cc2C)cc1 (stereo not drawn)	-0.4
O=C(/C=C\NCC(=O)c1ccccc1)c1ccc2ccccc2c1	2.4
CNC[C@@H]1Oc2cc(Br)ccc2S(=O)(=O)N([C@@H](C)CO)C[C@H]1C	-0.2
CCOc1ccc(CCNC(=O)C2CCCN2C(=O)OCc2ccccc2)cc1OCC (stereo not drawn)	-0.9
Cc1nnc(SCc2nc3ccccc3[nH]2)s1	5.0
OCC[C@@H]1C[C@H](O)[C@@H](O)[C@]2(CCc3ccccc3CO2)O1	3.0
Cc1nc2ccc(Cl)cc2n1C	-0.9
CC(=O)C[C@H](O)CC(=O)[C@H]1OC(=O)[C@H](C)CCCCc2ccccc21	1.2
CCN1C(=O)[C@H]2[C@@H](c3ccc(OC)cc3)N[C@]3(CCCN(CCC(C)C)C3=O)[C@H]2C1=O	2.9
COc1ccc(NC(=O)c2ccc(Oc3ncccn3)cc2)cc1	-0.6
O=C(CC(=O)N1CCOCC1)N1CCOCC1	1.1
COc1ccccc1NC(=O)NCC(c1ccco1)N1CCCCC1 (stereo not drawn)	0.3
CCCCc1cc(=O)oc2cc(C)cc(OCC(=O)NCC3CCC(C(=O)O)CC3)c12 (stereo not drawn)	-0.3
CCOc1ccsc1C(=O)O	0.0
CC1(C(=O)NS(=O)(=O)c2cccc(F)c2)CCN1C(=O)C/C=C/c1ccccc1 (stereo not drawn)	-2.3

Five entries drawn at random from the list so far, as already listed:
SMILES	TTR transcr act
Cc1ccc(C(C(=O)NC2CCCC2)N(C(=O)c2csnn2)C2CC2)cc1 (stereo not drawn)	-2.0
CCN1C(=O)[C@H]2[C@@H](c3ccc(OC)cc3)N[C@]3(CCCN(CCC(C)C)C3=O)[C@H]2C1=O	2.9
O=[N+]([O-])c1ccc(C(O)CN=Cc2ccc(O)cc2O)cc1 (stereo not drawn)	-2.6
Cc1nnc(SCc2nc3ccccc3[nH]2)s1	5.0
O=C(NCc1ccc(OC(F)(F)F)cc1)C1CC(c2ccccc2[N+](=O)[O-])=NO1 (stereo not drawn)	7.8

Next section
SMILES	TTR transcr act
Cc1onc(-c2ccccc2)c1C(=O)NCc1ccc2c(c1)OCO2	0.6
COc1cccc(NC(=O)CSc2nc3c(sc4ccccc43)c(=O)n2CCN(C)C)c1	-2.1
CCc1nc2ccc(C(=O)NCc3ccc(OC)cc3)cn2c1N(CCC(C)C)CCN(C)C	2.5
CC(=O)C(Cc1ccc(Cl)nc1)Cc1ccc(Cl)nc1	-0.7
CCC(C)COC(c1ccccc1)(c1ccccc1)C(Oc1nc(C)cc(C)n1)C(=O)O (stereo not drawn)	-3.1
COc1cc(/C=C2\SC(=S)N(C(C(=O)O)c3ccccc3)C2=O)cc(OC)c1OC (stereo not drawn)	0.1
Cn1cnc2nc[nH]c2c1=O	0.2
CCC(=O)Nc1ccc(NC(=O)c2cccc(OC)c2)nc1	-0.7
CSCCC(NC(=O)c1cccc(S(=O)(=O)N2CCOCC2)c1)C(=O)Nc1ccc(F)cc1 (stereo not drawn)	6.7
CC(C)CC(=O)Nc1nnc(SCC(=O)NCc2ccc3c(c2)OCO3)s1	6.3
O=C(COC(=O)CSc1ccc2ccccc2c1)Nc1ccccc1OC(F)F	0.8
CCOc1ccccc1N1CC(C(=O)Nc2ccccc2N2CCCC2)CC1=O (stereo not drawn)	-0.7
COc1ccc(CSCC(=O)NCCC(C)C)cc1	-0.7
CCOC(=O)c1c(N2CCN(c3ccccc3)CC2)cc(C)nc1C	-2.3
COc1ccc(OC)c(C(=O)CC2OC(=O)c3ccccc32)c1 (stereo not drawn)	0.6
Nc1c(C(=O)c2ccc(Cl)cc2)sc2nsc(SCCN3CCOCC3)c12	-1.2
CCCCn1c(=O)[nH]c(=O)c2c1nc(-c1ccc(-c3ccc(F)cc3)o1)n2C	0.4
Cc1cc(C)cc(C(=O)N2CCN(Cc3ccc4c(c3)OCO4)CC2)c1	1.6
CC(C)c1nc2oc3c(NCC4CCCO4)ncnc3c2c2c1COC(C)(C)C2 (stereo not drawn)	0.4
COc1ccc(-c2ccc(CN3C(C(C)C)C(=O)N(Cc4cn(CCC5OCCO5)nn4)CCS3(=O)=O)cc2)cc1OC (stereo not drawn)	-1.2
c1ccc(-c2nc3ccccc3s2)nc1	2.2
Cc1cccc(C)c1NC(=O)C(c1ccccc1OC(F)(F)F)N1CCN(c2ccc(F)cc2)CC1 (stereo not drawn)	2.5
O=C(CCc1nnc(-c2ccc3c(c2)OCO3)o1)N(Cc1ccncc1)CC1CCCO1 (stereo not drawn)	1.6
CCN(CC)C(=S)SCC(=O)NC12CC3CC(CC(C3)C1)C2	-1.4
COc1cc(C=O)ccc1OCC(=O)NC(C)(C)C	0.3
CCCCc1nc(SCC(=O)Nc2cc(C)on2)n[nH]1	-0.8
CCN(C(=O)CN1C(=O)S/C(=C\c2cccc(OC)c2)C1=O)C1CCS(=O)(=O)C1 (stereo not drawn)	6.5
O=S(=O)(c1ccccc1)c1nc(-c2ccccc2)oc1N1CCCCC1	-0.6
C[C@@H](C(=O)NCc1ccccn1)[C@@H]1C[C@@]1(C)[C@@H](NC(=O)OCc1ccccc1)c1ccccc1	7.1
Cc1nc2ccc(NS(=O)(=O)c3cccc([N+](=O)[O-])c3)cc2s1	-2.8

Continued, starting with the last 6 of the part before.
SMILES	TTR transcr act
COc1cc(C=O)ccc1OCC(=O)NC(C)(C)C	0.3
CCCCc1nc(SCC(=O)Nc2cc(C)on2)n[nH]1	-0.8
CCN(C(=O)CN1C(=O)S/C(=C\c2cccc(OC)c2)C1=O)C1CCS(=O)(=O)C1 (stereo not drawn)	6.5
O=S(=O)(c1ccccc1)c1nc(-c2ccccc2)oc1N1CCCCC1	-0.6
C[C@@H](C(=O)NCc1ccccn1)[C@@H]1C[C@@]1(C)[C@@H](NC(=O)OCc1ccccc1)c1ccccc1	7.1
Cc1nc2ccc(NS(=O)(=O)c3cccc([N+](=O)[O-])c3)cc2s1	-2.8
COc1cccc(NC(=O)Nc2nc3ncccn3c2-c2ccc(F)c(F)c2)c1	0.4
Cc1noc(C)c1S(=O)(=O)N1CCCC(C(=O)NCc2ccccc2Cl)C1 (stereo not drawn)	1.2
S=c1[nH]nc(COc2ccccc2)n1/N=C/c1cccc(Br)c1	-0.8
COc1ccccc1CNC(=O)COC(=O)c1nccnc1N	-2.3
COc1ccc(S(=O)(=O)N2CCN(c3ccc4nnc(-c5ccccc5)n4n3)CC2)cc1	-1.3
CC(NC(=S)Nc1cccc(C(F)(F)F)c1)C(C)(C)C (stereo not drawn)	1.5
CCOc1ccc(-n2c(-c3ccccc3)c[n+]3c2CCCCC3)cc1	-4.0
NC(=S)Nc1cc(Cl)ccc1Cl	1.7
COc1ccc(S(N)(=O)=O)cc1C(=O)OCCCC(=O)c1ccccc1	2.2
CC(C)[C@@H](CO)NC(=O)c1ccc2c3n(nc2c1)-c1ccc(Cl)cc1CO3	-1.9
O=C(NCc1n[nH]c(=S)n1Cc1ccccc1)c1ccccc1	-0.4
O=C(CNC(=O)c1ccccc1)OC(C(=O)Nc1cc([N+](=O)[O-])ccc1F)c1ccccc1 (stereo not drawn)	3.7
O=C(NCCc1ccccc1)c1c(O)c2ccccc2[nH]c1=O	1.5
CCN1C(=O)c2ccccc2Sc2ccc(C(=O)O)cc21	-0.9
CCCCOC(=O)C1=C(C)NC(=O)NC1c1ccc2c(c1)OCO2 (stereo not drawn)	0.0
O=C(NC1CCCCC1)c1cc(F)cc2c1OCOC2	-0.5
Cc1ccsc1CN(C)CC(=O)NCC(=O)Nc1ccc(F)cc1	-1.3
CN1CCN(c2nc(C#N)cc(-c3ccccc3)n2)CC1	2.0
FC(F)(Cl)c1nnc2ccc(Sc3ccccn3)nn12	1.9
Cc1cc(=O)n2c3ccccc3n(CC(O)CN3CCN(CCO)CC3)c2c1C#N (stereo not drawn)	1.4
CC(C)Oc1cc(F)ccc1-c1cc(C(=O)NCc2ccccc2)[nH]n1	2.3
Cn1c(=O)[nH]c(=O)c2[nH]c(CN3CCN(Cc4ccccc4)CC3)nc21	4.1
CCOc1ccccc1NC(=O)c1nnn(CC(=O)Nc2ccc3c(c2)OCO3)c1N	-2.2
CC(=O)COC(=O)C1CC(=O)N(c2ccc(C)c(C)c2)C1 (stereo not drawn)	2.7
CCCCCCCCCCOC(=O)Cn1c(COc2ccccc2OC)[n+](C)c2ccccc21	-5.5
COc1ccc2[nH]c(=O)c(CNc3ccccc3C)cc2c1	1.9
COc1cccc(C(=O)/C=C/Nc2ccc(S(=O)(=O)Nc3ccc(C(C)=O)cc3)cc2)c1	-0.7
O=C(Nc1nnc(-c2ccccc2)o1)NC1CCCCC1	-0.2
O=C(Nc1nnc(-c2ccc(F)cc2)o1)c1ccco1	0.0
CCOC(=O)C1=C(C)N=c2s/c(=C\c3cccn3C)c(=O)n2C1c1cccc(OC)c1OC (stereo not drawn)	2.4
O=C(Nc1ccc(N2CCOCC2)cc1)C1CC(O)CN1S(=O)(=O)c1ccc(Cl)cc1 (stereo not drawn)	-1.6
COCCN1CCN(c2c(C)c(C)nc3cc(-c4cccc(OC)c4)nn23)CC1	-2.4
CCOc1nc(SCCOc2ccccc2)nc(N(C)C)n1	2.9
COc1ccc([C@@]23CCN=C2c2[nH]c4ccccc4c2CCN3)c(N)c1	-1.0
CCCCN=C1NN=C(c2cccc([N+](=O)[O-])c2)CS1	-1.5
COc1cc(C(=O)NCc2ccc(F)cc2)cc(Cl)c1OC	2.1
CC(C)CC(=O)Nc1ccc2c(c1)oc1ccccc12	-1.6
CCOc1ccc(N2CC(C(=O)Nc3cccc(S(=O)(=O)NC4=NCCC4)c3)CC2=O)cc1 (stereo not drawn)	1.9
Cc1ccc(Cl)cc1NC(=O)Cn1nc(-c2cccs2)ccc1=O	8.2
Cc1ccccc1C(=O)NNC(=S)NC(=O)c1cccnc1	0.2
O=C(O)c1cccc(Sc2ccc(Br)cc2C(=O)O)c1	-2.0
CC(=O)NC(c1cc(Cl)c2ccccc2c1O)C(C)C (stereo not drawn)	-1.4
C/C(NCc1ccccc1)=C(\C#N)C(=O)NCc1ccccc1	2.3
Cc1n[nH]c(C)c1S(=O)(=O)N1CCOCC1	0.2
CN(C)c1ccc(/C=N/NC(=O)C2COc3ccccc3O2)o1 (stereo not drawn)	-0.6
CC[C@]12c3[nH]c4cc(CCC(=O)N(C)C)ccc4c3CCN1C(=O)[C@@H](CC(=O)NCCN1CCOCC1)C[C@@H]2C(=O)N1CCN(C(=O)c2ccco2)CC1	6.2
COc1ccccc1C(c1nnnn1C(C)(C)C)N1CCCc2ccccc21 (stereo not drawn)	-3.2
NC1=NC(c2ccc(Cl)cc2)C(C(=O)c2ccccc2)N1 (stereo not drawn)	-2.3
COc1ccc(-n2cc(C(=O)Nc3cc([N+](=O)[O-])ccc3OC)c3ccccc3c2=O)cc1	1.5
N#Cc1ccc(OCC(=O)NCCc2ccc(S(N)(=O)=O)cc2)cc1	1.3
COC(=O)C1(CCSC)NC(c2ccc(O)cc2)C2C(=O)N(c3ccc4c(c3)OCCO4)C(=O)C21 (stereo not drawn)	-1.7
Cc1ccccc1NC(=O)c1cccnc1	0.0
N#Cc1c(SCC(=O)O)nc(N2CCOCC2)c2c1CCCC2	1.9
Cc1nc(NS(=O)(=O)c2cccc([N+](=O)[O-])c2)sc1C(C)(C)C	-0.6
O=C1OCCN1N=Cc1ccco1	2.2
CCOc1ccc(Nc2nc(N)nc(CSC(=S)N3CCOCC3)n2)cc1	1.6
CCN(CC)c1ccc([N+](=O)[O-])cc1C(=O)O	1.2
Cc1cc(C)c(S(=O)(=O)Nc2ncccc2C)c(C)c1	1.8
Cc1ccc(O)c(C(=O)c2cc(C#N)c3nc4ccccc4n3c2)c1	0.2
O=C(NCc1cccnc1)c1ccc(NC(=O)c2ccco2)cc1	-1.8
CCOC(=O)c1cnc2c(c(C)nn2C)c1Oc1ccc(Cl)cc1	-3.7
COC(=O)c1c(NC(=O)c2cccc([N+](=O)[O-])c2)sc(C(N)=O)c1C	-1.4
N/C(=N\OC(=O)c1ccc(F)cc1)c1cccc([N+](=O)[O-])c1	1.9

Some of the compounds tested; the hit share may differ from the screen's.
